hIAP inh – blocks human intestinal alkaline phosphatase; purified IAP, CDP-Star luminescence, 30 min; hit rate 0.12% among 330,000; inhibition, % at 10 µM;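 active = inhibition reaching a set limit with compound at 10 µM in the primary screen, cut at about 35% in these data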;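 note: plate controls were DMSO wells with enzyme for no effect and no-enzyme buffer wells for full effect; values of inactives mirror those of a sister screen read the other way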
Target sequence (P09923 whole entry, looked up): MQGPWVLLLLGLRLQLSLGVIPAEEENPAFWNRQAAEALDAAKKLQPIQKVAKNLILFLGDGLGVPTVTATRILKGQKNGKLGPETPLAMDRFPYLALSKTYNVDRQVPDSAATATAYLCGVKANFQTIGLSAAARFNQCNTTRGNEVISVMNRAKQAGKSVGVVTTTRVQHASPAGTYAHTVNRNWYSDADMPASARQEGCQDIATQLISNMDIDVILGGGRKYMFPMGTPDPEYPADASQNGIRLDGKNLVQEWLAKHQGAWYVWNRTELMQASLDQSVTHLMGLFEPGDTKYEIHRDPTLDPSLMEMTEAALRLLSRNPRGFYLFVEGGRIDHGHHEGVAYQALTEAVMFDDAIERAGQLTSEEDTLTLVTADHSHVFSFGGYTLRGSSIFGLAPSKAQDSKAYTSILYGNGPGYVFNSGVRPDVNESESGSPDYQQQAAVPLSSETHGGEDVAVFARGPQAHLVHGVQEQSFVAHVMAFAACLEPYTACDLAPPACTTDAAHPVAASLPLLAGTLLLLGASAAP
mIAP activ – mouse IAP activation; muIAP, CDP-Star luminescence, 30 min; hits give high values; 1 = vehicle-only enzyme signal, 0 = enzyme-free wells; activation factor at 10 µM; AID 2805; hit rate 0.24% among 330,000;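 active = activation factor of at least 2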; note: the source names both 10 and 20 µM as test concentration; values of inactives mirror those of a sister screen read the other way
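also added = chemiluminescent substrate CDP-Star | test system = mouse IAP enzyme | signal = chemiluminescence readout | compound = DMSO-dissolved test compounds | incubation = 30 min at room temperature | benchmarks = DMSO wells, no-enzyme wells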
APOBEC3A inh – inhibitors of human APOBEC3A DNA deaminase; inhibition, % at 20 µM; hit rate 0.41% among 330,000; P31941; AID 493011; recombinant A3A, FAM/TAMRA ssDNA deamination fluorescence;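 active = at least 40% inhibition at 20 µM here, with at most 30% in a related deaminase screen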;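 note: plate controls were A3A with DMSO for no effect and wells lacking A3A enzyme for full effect; some results filed as inactive read as strong as hits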
mIAP inh – mouse IAP inhibition. purified mouse IAP, CDP-Star luminescence, 30 min. inhibition, % at 10 µM. hit rate 0.2% among 330,000;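 active = inhibition of at least 40% at 10 µM in the primary screen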;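 note: plate controls were DMSO with enzyme for no effect and no enzyme wells for full effect; values of inactives mirror those of a sister screen read the other way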
TIM10 inh – TIM10 yeast growth inhibition; S. cerevisiae TIM10 strain growth, BacTiter-Glo luminescence, 24 h; inhibition, % at 10 µM; hit rate 1.4% among 330,000; AID 463195;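 active = inhibition of 40% or more at the single tested concentration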;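 note: wild-type TIM10 isogenic control strain grown at permissive 25 °C; 0% = DMSO yeast wells and 100% = minimal medium wells without yeast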
A3G deaminase – blocks human APOBEC3G single-stranded DNA deamination | Q9HC16 | recombinant A3G, ssDNA deamination FAM/TAMRA fluorescence | inhibition, % at 20 µM | hit rate 0.28% among 330,000 | AID 493012;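 active = inhibition of at least 40% at 20 µM, with no more than 30% in the related APOBEC3A deaminase screen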;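 note: plate controls were DMSO wells with A3G for no effect and wells lacking A3G enzyme for full effect; some compounds called inactive have numbers as strong as hits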
Target sequence (Q9HC16 whole entry, looked up): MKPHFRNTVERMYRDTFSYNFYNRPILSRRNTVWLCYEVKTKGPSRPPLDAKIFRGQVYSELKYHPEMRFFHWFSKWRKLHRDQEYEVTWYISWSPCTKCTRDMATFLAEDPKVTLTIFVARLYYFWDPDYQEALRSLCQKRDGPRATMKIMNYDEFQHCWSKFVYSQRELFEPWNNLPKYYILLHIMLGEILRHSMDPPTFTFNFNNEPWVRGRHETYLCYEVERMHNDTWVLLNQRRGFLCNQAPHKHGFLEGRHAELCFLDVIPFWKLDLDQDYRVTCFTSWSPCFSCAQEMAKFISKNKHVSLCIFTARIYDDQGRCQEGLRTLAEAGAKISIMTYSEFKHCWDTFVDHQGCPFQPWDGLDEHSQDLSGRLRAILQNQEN
beta cell repl – inducers of beta-cell replication in MIN6 cells. MIN6 cells proliferation, ATPlite luminescence, 48 h; cells starved in 0.2% serum; 100% = growth in 10% serum. proliferation, % at 10 µM. hit rate 0.29% among 330,000. AID 2380;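 active = compounds whose signal lies at least 3.5 SD above the mean of all wells on their plate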;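 note: 0% = DMSO-treated cells in low-serum medium and 100% = 10% serum control; some compounds called inactive have numbers as strong as hits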
tim10-1 inh – growth inhibitors of tim10-1 mutant yeast; inhibition, % at 20 µM; S. cerevisiae tim10-1 ts strain growth, BacTiter-Glo, 24 h; hit rate 2.2% among 330,000;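 active = inhibition of at least 40%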;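 note: mutant grown at 25 °C; 0% = DMSO wells with yeast and 100% = wells holding no yeast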
NALP3 yeast inh – blocks the NALP3 inflammasome reconstituted in yeast | Yeast reconstituted NLRP3/ASC/caspase-1, beta-gal luminescence, 24 h | AID 2825 | hit rate 0.39% among 330,000 | inhibition, % at 10 µM;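 active = inhibition of 50% or more; inactive = inhibition below 50%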;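 note: plate controls were induced DMSO wells for no effect and uninduced yeast grown without galactose for full effect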
* marks the source's active call; other numbers are inactive results; . = no result given.

[1] Cc1ccccc1-c1nnc(SCc2ccccc2)o1
[2] CCOC(=O)c1ccc(NC(=O)NC2CC3CCC(C2)N3)cc1 (stereo not drawn)
[3] CC(C)c1ccc(OCc2ccc(C(=O)N3CCN(c4ccccn4)CC3)cc2)cc1
[4] Cc1ccc(N2C(=O)C3Sc4[nH]c(=O)sc4C(c4ccccc4)C3C2=O)cc1 (stereo not drawn)
[5] COC(=O)C[C@H]1c2ccccc2S(=O)(=O)N1c1cccc(OC)c1
[6] COc1ccc(NC(=O)C#Cc2ccccc2)cc1
[7] COc1ccc(C(=O)/C=C/Nc2ccccn2)c(OC)c1
[8] O=C(N/N=C1\CCS(=O)(=O)c2ccc(F)cc21)c1ccc(O)cc1
[9] CCOc1ccc(NC(=O)C2=C(C)C(=O)OC23CCC(C)CC3)cc1 (stereo not drawn)
[10] c1ccc2c(c1)ncn2Cc1nnc2sc(-c3ccc4c(c3)OCO4)nn12

entry no.	1	2	3	4	5	6	7	8	9	10
hIAP inh	-2	7	-16	-20	12	-22	-8	-2	0	0
mIAP activ	1	1.3	1	0.97	0.77	0.91	0.96	1	0.96	1.1
APOBEC3A inh	2	-2	-1	-11	-3	0	-1	5	-6	1
mIAP inh	-2	-28	-2	2	23	10	4	0	4	-8
TIM10 inh	-6	0	12	25	-8	24	9	-12	6	10
A3G deaminase	3	-6	-3	-5	-8	-9	-2	-4	-11	9
beta cell repl	-3	-4	-6	-3	3	-4	1	1	-1	-3
tim10-1 inh	22	-2	23	37	-9	-26	11	-4	22	23
NALP3 yeast inh	18	4	28	16	-1	67*	22	6	5	-5

[11] N#Cc1ccc(C(=O)Nc2cccc(S(=O)(=O)NC3=NCCC3)c2)cc1
[12] CCCc1ccc(S(=O)(=O)N2CCN(C(C)C(=O)NC3CCCC3)CC2)cc1 (stereo not drawn)
[13] O=S(=O)(NCc1csc(-c2cccs2)n1)c1cccc(C(F)(F)F)c1
[14] O=C(c1cccc(C(F)(F)F)c1)C1CCCN(C(=O)CN2CCCC2=O)C1 (stereo not drawn)
[15] COc1ccc(OC(=O)c2cccc(S(=O)(=O)N3CCCC3)c2)cc1
[16] Cc1ccc(-c2nn(-c3ccccc3)cc2NC(=O)c2ccccc2)cc1
[17] Cc1ccc(S(=O)(=O)N2CCN(C(=O)NCc3ccc(C(=O)O)cc3)CC2)cc1
[18] C(=C\c1ccco1)/C=N/n1cnnc1
[19] CC(C)C[C@@H](C(=O)NCc1ccco1)N1C(=O)N2CCc3c([nH]c4ccccc34)[C@@]2(C)C1=O
[20] CCOc1ccc(NC(=O)N(CCC(C)C)C2CCN(C(C)=O)CC2)cc1

entry no.	11	12	13	14	15	16	17	18	19	20
hIAP inh	30	-2	2	-8	14	3	6	-2	6	-7
mIAP activ	0.99	0.87	1	1	0.98	1.1	0.93	0.85	0.92	1
APOBEC3A inh	7	3	2	-1	2	-2	-1	0	-1	-3
mIAP inh	1	13	-5	-5	2	-7	7	15	8	0
TIM10 inh	10	16	7	-14	11	19	13	8	14	-4
A3G deaminase	2	-12	-2	-5	-2	-7	-5	-1	-5	-6
beta cell repl	-1	2	1	1	-1	0	0	0	-3	2
tim10-1 inh	10	16	-4	-28	32	22	-2	11	22	-1
NALP3 yeast inh	20	21	14	10	-31	28	17	-3	0	11

[21] C/C(=N\NC(=O)c1cccc(S(=O)(=O)N2CCOCC2)c1)c1ccc(O)cc1
[22] COc1cc2oc(-c3ccc(O)cc3)cc(=O)c2c(O)c1OC
[23] CC(C)(C)c1ccc(/C=C2\Oc3cc(OC(=O)N4CCOCC4)ccc3C2=O)cc1
[24] O=C(CSc1nnc(-c2ccc(Br)cc2)n1C1CCCCC1)N1CCCC1
[25] Nc1cc(=O)[nH]c(SCC(=O)Nc2ccc3c(c2)CCC3)n1
[26] COC(=O)c1ccc(C(=O)OC)c(NC(=O)CCC(=O)O)c1
[27] CCOc1cc(/C=C2\C(=N)N3N=C(C)SC3=NC2=O)ccc1OCCOc1cccc(OC)c1
[28] CCOc1cc2c3c(c1)C1(Nc4ccccc4S1)C(=O)N3C(C)(C)CC2C (stereo not drawn)
[29] Fc1cnc(Cl)nc1NC1CCCCC1
[30] Fc1ccc(-c2cc(C(F)(F)F)nc(-n3cccn3)n2)cc1

entry no.	21	22	23	24	25	26	27	28	29	30
hIAP inh	-4	-8	11	3	0	3	-42	17	13	-7
mIAP activ	1	1.1	0.99	0.93	0.94	1.1	0.89	1	1	0.97
APOBEC3A inh	1	-3	0	1	-6	-4	3	-1	-1	-1
mIAP inh	-4	-6	0	7	6	-8	11	-2	0	3
TIM10 inh	8	21	-12	17	-9	12	-3	47*	11	-3
A3G deaminase	-5	-9	-5	-1	-5	-5	0	-4	-7	-6
beta cell repl	-2	1	0	-2	-2	3	-2	-6	0	-3
tim10-1 inh	-9	27	4	33	7	13	-10	49*	21	-2
NALP3 yeast inh	2	5	8	5	1	15	21	23	-12	7

[31] COc1ccc(C(=O)CSc2nc(SC)ns2)cc1OC
[32] Cc1cc(C(=O)OCC(=O)NCCCN2CCCC2=O)c2ccccc2n1
[33] Clc1ccc(Oc2cnc3ccccc3n2)cc1
[34] CCOc1cc(C)c(S(=O)(=O)NCCCn2ccnc2)cc1C
[35] C=CCOc1cccc(NC(=O)c2ccccc2SC)c1
[36] Cc1ccc(C(=O)NC(=S)Nc2ccc(N3CCN(C(=O)c4ccco4)CC3)cc2)cc1
[37] Cc1ccc(-c2cc(C(=O)N3CC(C)OC(C)C3)c3ccccc3n2)o1 (stereo not drawn)
[38] Cc1ccc2nc(N3C(=O)C(O)=C(C(=O)c4ccc(C)o4)C3c3ccc(O)cc3)sc2c1 (stereo not drawn)
[39] O=C(COc1ccc(Cl)cc1Cl)Nc1c(-c2cccs2)nc2ccccn12
[40] COc1cccc(CN(Cc2cccnc2)S(=O)(=O)c2ccc(-n3cnnn3)c(C)c2)c1

entry no.	31	32	33	34	35	36	37	38	39	40
hIAP inh	21	-10	-5	-6	-4	-4	14	-18	-10	-14
mIAP activ	0.89	1	1	0.9	0.95	0.81	0.96	0.83	1.2	0.97
APOBEC3A inh	-4	-3	0	-5	-2	-5	-6	1	2	-5
mIAP inh	11	-2	-1	10	5	19	4	17	-22	3
TIM10 inh	5	-19	-9	-4	16	12	11	14	8	-2
A3G deaminase	-8	-3	-1	-4	-6	1	-11	-3	2	2
beta cell repl	-1	4	0	-1	2	-6	-4	-4	-2	-1
tim10-1 inh	16	2	9	12	24	11	21	19	24	8
NALP3 yeast inh	10	19	-13	19	26	14	16	12	13	-6

[41] Cc1cccc(C)c1NC(=O)C1CCN(S(C)(=O)=O)CC1
[42] Cc1cc(C)cc(NC(=O)N2C3CCCC2CC(NC(=O)C2CC2)C3)c1 (stereo not drawn)
[43] CCOc1ccc(N(CC(=O)NC2CCCCC2)C(=O)CSc2nnc(COc3ccccc3)o2)cc1
[44] C=CCOc1ccc(CN(C)CC(=O)Nc2ccccc2[N+](=O)[O-])cc1
[45] COc1ccc(CNC(=S)Nc2ccc(-c3ccccc3)cc2)cc1
[46] O=C(CNC(=O)c1ccco1)OCC(=O)c1ccc2ccccc2c1
[47] C=CCNC(=S)Nc1ccc(N2CCOCC2)c(S(=O)(=O)Nc2ccccc2Cl)c1
[48] COCC(=O)N1CCc2ccc(NC(=O)c3ccccc3Cl)cc2C1
[49] Cc1ccc(S(=O)(=O)N(C)c2ccc(C(=O)N3CCN(Cc4ccc5c(c4)OCO5)CC3)cc2)cc1
[50] CC[C@]12c3[nH]c4cc(CCC(=O)N(C)C)ccc4c3CCN1C(=O)[C@@H](CC(=O)NCCCOC)C[C@@H]2C(=O)N1CCN(C(=O)C2CC2)CC1
[51] CCCc1cc(Nc2cccc(OCC)c2)n2ncnc2n1
[52] O=C(OCn1nnc2ccccc2c1=O)c1ccc2c(=O)n3c(nc2c1)CCC3

entry no.	41	42	43	44	45	46	47	48	49	50	51	52
hIAP inh	-20	-18	-8	-6	-12	-7	4	18	6	.	-12	-1
mIAP activ	1.1	1.1	1.1	0.94	1.5	0.99	1.2	1	1.1	1	0.99	1
APOBEC3A inh	-2	1	-2	36	-4	-1	-4	-3	4	0	8	0
mIAP inh	-6	-8	-13	6	-52	1	-17	0	-8	-13	1	-1
TIM10 inh	-5	-9	18	-9	19	-2	13	-12	12	2	7	16
A3G deaminase	-1	-2	-4	-8	-4	0	-5	-3	2	-4	-1	-5
beta cell repl	-4	-1	-3	-4	-7	-2	0	-2	-4	.	0	-2
tim10-1 inh	-11	8	11	3	22	16	39	-13	7	-5	29	18
NALP3 yeast inh	11	12	-2	5	20	12	1	3	43	.	-12	-3

In the list so far, nine contain an aryl methoxy group.
[5] COC(=O)C[C@H]1c2ccccc2S(=O)(=O)N1c1cccc(OC)c1
[6] COc1ccc(NC(=O)C#Cc2ccccc2)cc1
[7] COc1ccc(C(=O)/C=C/Nc2ccccn2)c(OC)c1
[15] COc1ccc(OC(=O)c2cccc(S(=O)(=O)N3CCCC3)c2)cc1
[22] COc1cc2oc(-c3ccc(O)cc3)cc(=O)c2c(O)c1OC
[27] CCOc1cc(/C=C2\C(=N)N3N=C(C)SC3=NC2=O)ccc1OCCOc1cccc(OC)c1
[31] COc1ccc(C(=O)CSc2nc(SC)ns2)cc1OC
[40] COc1cccc(CN(Cc2cccnc2)S(=O)(=O)c2ccc(-n3cnnn3)c(C)c2)c1
[45] COc1ccc(CNC(=S)Nc2ccc(-c3ccccc3)cc2)cc1

entry no.	5	6	7	15	22	27	31	40	45
hIAP inh	12	-22	-8	14	-8	-42	21	-14	-12
mIAP activ	0.77	0.91	0.96	0.98	1.1	0.89	0.89	0.97	1.5
APOBEC3A inh	-3	0	-1	2	-3	3	-4	-5	-4
mIAP inh	23	10	4	2	-6	11	11	3	-52
TIM10 inh	-8	24	9	11	21	-3	5	-2	19
A3G deaminase	-8	-9	-2	-2	-9	0	-8	2	-4
beta cell repl	3	-4	1	-1	1	-2	-1	-1	-7
tim10-1 inh	-9	-26	11	32	27	-10	16	8	22
NALP3 yeast inh	-1	67*	22	-31	5	21	10	-6	20

Screening data: PubChem, Sanford-Burnham Center for Chemical Genomics
